Tau filament bind: qHTS Assay for Tau Filament Binding; Microtubule-associated protein tau (Homo sapiens), P10636; hit rate 2% among 71,000; Potency, µM (top dose mostly 57.1 µM), inactives show at the top dose activity change, negative = inhibition; recombinant tau filaments, thioflavin S fluorescence, 15 h; filaments grown with octadecylsulfate alongside compound;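 also: potency is read from the fitted curve at half-maximal effect; % is scaled to controls: 0 for no effect and ±100 for the full control effect; actives lower thioflavin S fluorescence by blocking filaments or displacing dye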
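Recombinant tau protein (human, 1 uM final) plus 30 uM ODS in HEPES pH 7.4 with NaCl, DTT and thioflavine S. Compound present from the start; fluorescence at 510 nm after 15 h, 37 C.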
Caspase-1 inhib: qHTS Assay for Allosteric/Competitive Inhibitors of Caspase-1. Caspase-1 enzyme, Ac-WEHD-AFC fluorogenic rate. Potency, µM (series often up to 57.5 µM), without a hit: top-dose activity change, negative = inhibition, most hits filed as inhibitors. hit rate 0.03% among 75,000. AID 900, 2007;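 also: potency is read from the fitted curve at half-maximal effect; plate controls were vehicle for no effect and no substrate for full effect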
A350 fluor: qHTS Assay for Spectroscopic Profiling in A350 Spectral Region; hit rate 11% among 59,000; max dye-equivalent concentration, M; Compound autofluorescence, 340/450 nm, Alexa 350 dye-equivalents; hits give high values; in the data active = max dye-equivalent concentration above about 10 nM; inconclusive = mostly about 1.1 nM to 9.6 nM
HEK293 cAMP cs: qHTS Assay for Agonists of the Thyroid Stimulating Hormone Receptor: Activators of Intracellular cAMP Concentrations in Parental HEK 293; parental HEK293 CNG cAMP sensor, membrane potential fluorescence; hit rate 2.5% among 73,000; AID 938, 2007; Potency, µM (series often up to 57.1 µM), without a hit: at the top dose activation, actives largely listed as activators; also: potency is read from the fitted curve at half-maximal effect; % of control where 0% means no effect; nearly all actives have a fitted effect of over 55% in size
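Counterscreen for endogenous-receptor signalling: CNG-channel HEK 293 cells report cAMP rise by membrane depolarization. After 60 min dye equilibration with 100 uM RO 20-1724, compounds incubated 30 min before bottom-read fluorescence at 590 nm.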
USP2a inhib: qHTS Assay for Inhibitors of Ubiquitin-specific Protease USP2a; Potency, µM (doses to about 38.3 µM), for inactives: at the top dose activity change, negative = inhibition, usual class: inhibitors; Ubiquitin carboxyl-terminal hydrolase 2 (Homo sapiens), O75604; USP2a enzymatic assay, qHTS inhibition; hit rate 0.1% among 60,000;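 also: potency is read from the fitted curve at half-maximal effect; nearly all actives have a fitted effect of over 60% in size; plate controls were DMSO for no effect and NEM full inhibition control for full effect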
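USP2 core (20nM final) preincubated 30 min RT with compound, then Ub-PLA2 20nM and NBD C6-HPC 20uM final added; buffer 20mM Tris-HCl pH 8.0, 2mM CaCl2. Fluorescence Ex 460/Em 535 read at 0 and 2.5 h; normalized to NEM.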
CRE Fsk mod: Cell signaling CRE-BLA (Fsk stim); CHO CRE-bla reporter (cAMP response element driving beta-lactamase), forskolin EC10, beta-lactamase ratio; Potency, µM (highest dose often 38.2 µM), inactives show at the top dose activity change, negative = inhibition, actives largely listed as activators; hit rate 2.5% among 71,000; active = well fitted activation curve with a large enough effect in the signal ratio, with a control signal flat, not every such curve was filed as active; inconclusive = small, poorly fitted or top-dose-only effect, or effect the other way, or a change in a side signal; the % refers to the signal ratio; also: potency is read from the fitted curve at half-maximal effect; % of control where 0% means no effect
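CRE-bla CHO cells stimulated with EC10 NKH 477 (water-soluble forskolin) and compound titrations, 3 h at 37C; beta-lactamase read with CCF4 after 2 h at room temperature. Activity from 460/530 nm emission ratio, AC50 values for positive or negative modulation.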
ERK AVP inh: qHTS Assay for Inhibitors of the ERK Signaling Pathway using a Homogeneous Screening Assay | HEK293-V1b, vasopressin-stimulated pERK AlphaScreen | Potency, µM (highest dose often 57.5 µM), for inactives: at the top dose activity, negative = inhibition, usual class: inhibitors | hit rate 0.99% among 72,000 | AID 995, 2007; also: potency is read from the fitted curve at half-maximal effect; % is scaled to controls: 0 for no effect and ±100 for the full control effect; nearly all actives have a fitted effect of over 55% in size
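Overnight-seeded V1b-HEK293 cells in 1% FBS got compound, then vasopressin (25 nM final, 5 min, 37C), then lysis buffer. AlphaScreen detection of phospho-ERK; activity normalized to basal and full-stimulation controls.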
Casp7 inh: qHTS Assay for Allosteric/Competitive Inhibitors of Caspase-7 | recombinant caspase-7, Ac-DEVD-AFC fluorescence rate | Potency, µM (highest dose often 57.5 µM), without a hit: at the top dose activity change, negative = inhibition, actives largely listed as inhibitors | hit rate 0.02% among 75,000; active = well fitted inhibition curve with a large enough effect in the main read-out, with a control signal flat, not every such curve was filed as active; inconclusive = small, poorly fitted or top-dose-only effect, or a change in a side signal; also: potency is read from the fitted curve at half-maximal effect; % of control where 0% means no effect
FLuc inh: qHTS Assay for Inhibitors of Firefly Luciferase. Potency, µM (highest dose often 57.1 µM), for the others: at the highest dose activity change, negative = inhibition, most hits filed as inhibitors. hit rate 2.2% among 72,000. AID 411, 2009. purified firefly luciferase, luminescence, 8 min. Luciferin 4-monooxygenase (Photinus pyralis), P08659; also: potency is read from the fitted curve at half-maximal effect; % is scaled to controls: 0 for no effect and ±100 for the full control effect; nearly all actives have a fitted effect of over 40% in size
Target sequence (P08659 whole entry, looked up): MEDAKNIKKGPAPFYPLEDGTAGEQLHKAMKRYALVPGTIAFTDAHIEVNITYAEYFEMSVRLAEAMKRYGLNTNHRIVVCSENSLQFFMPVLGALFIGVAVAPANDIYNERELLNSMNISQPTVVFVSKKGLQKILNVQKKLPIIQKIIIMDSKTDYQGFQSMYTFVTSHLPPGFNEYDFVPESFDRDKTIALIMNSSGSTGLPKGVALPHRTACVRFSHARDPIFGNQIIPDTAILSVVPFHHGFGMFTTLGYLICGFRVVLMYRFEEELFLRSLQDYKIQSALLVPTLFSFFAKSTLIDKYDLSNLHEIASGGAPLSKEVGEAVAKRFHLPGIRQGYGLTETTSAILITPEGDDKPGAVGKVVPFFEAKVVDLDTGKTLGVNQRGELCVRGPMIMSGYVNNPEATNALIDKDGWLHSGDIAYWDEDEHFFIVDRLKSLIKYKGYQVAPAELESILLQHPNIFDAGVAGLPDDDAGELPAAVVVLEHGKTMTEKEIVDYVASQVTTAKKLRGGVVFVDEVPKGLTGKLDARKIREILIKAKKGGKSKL
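qHTS concentration-response profiling: light output of P. pyralis luciferase with luciferin and 10 uM ATP, imidazole buffer pH 7.2. Read by luminescence after 8-min room-temperature incubation.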
BRCT PPI red: qHTS Assay for Inhibitors of BRCT-Phosphoprotein Interaction (Red Fluorophore); Breast cancer type 1 susceptibility protein (Homo sapiens), P38398; hit rate 0.03% among 75,000; Potency, µM (doses to about 76.9 µM), for the others: at the highest dose activity change, negative = inhibition, hits mostly inhibitors; AID 892, 2007; BRCT-phosphopeptide binding, red fluorescence polarization; also: % is scaled to controls: 0 for no effect and ±100 for the full control effect
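Rhodamine-labelled pBACH1 10-mer (100 nM) bound to BRCT domain (100 nM) at pH 7.3; compounds incubated 12 min room temperature, polarization read. Free peptide defines full inhibition; unlabelled decapeptide titrated as control.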
BRCT PPI green: qHTS Assay for Inhibitors of BRCT-Phosphoprotein Interaction (Green Fluorophore). BRCA1 BRCT-phosphopeptide binding, green fluorescence polarization. Potency, µM (series often up to 76.9 µM), inactives show at the highest dose activity change, negative = inhibition, usual class: inhibitors. hit rate 0.05% among 75,000;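 also: potency is read from the fitted curve at half-maximal effect; plate controls were peptide without protein for full effect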
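Fluorescence polarization: His-tagged BRCT (~35 kDa BRCA1 C-terminus, 250 nM) bound to 100 nM fluorescein-labeled phosphorylated 10-aa BACH1 peptide, pH 7.3 phosphate buffer with DTT and Tween 20. Compounds incubated 12 min at room temperature; inhibition read as lowered polarization.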
The depositor's hits bear a star; i = inactive; ? = inconclusive; nt = not tested or not shown. Unless noted, calls follow the shape of the dose curve; as a rule, active = well fitted curve in the direction sought with a large enough effect; inconclusive = small, poorly fitted or top-dose-only effect, or another doubt; inactive = no such curve, though single readings can be large; an effect the other way counts as inactive or inconclusive. Rows were taken by chance (roughly 16% active in at least one column).

no.	smiles	Tau filament bind	Caspase-1 inhib	A350 fluor	HEK293 cAMP cs	USP2a inhib	CRE Fsk mod	ERK AVP inh	Casp7 inh	FLuc inh	BRCT PPI red	BRCT PPI green
1	NC(=O)CSc1nnc(-c2ccc(S(=O)(=O)N3CCOCC3)cc2)n1CC1CCCO1 (stereo unspecified)	2%	3%	i	1%	-1%	1%	4%	1%	1%	-1.0%	-0.9%
2	COCCOC(=O)C1=C(C)Nc2ncnn2C1c1ccc(F)cc1 (stereo unspecified)	-3%	-1%	i	19%	2%	?	-7%	-1%	3%	-0.3%	-4.5%
3	O=C(O)C1CCC(=O)N1C1CCCC1 (stereo unspecified)	5%	2%	i	-4%	-6%	9%	11%	-1%	3%	-0.1%	-2.2%
4	COc1ccc(NC(=O)Nc2ccc(N(C)C)cc2)cc1	16µM*	1%	i	-7%	12%	-6%	-12%	0%	13µM*	-0.4%	2.6%
5	CCOC(=O)Cc1c(C)nc2c(-c3ccc(Cl)cc3)c[nH]n2c1=O	-10%	-2%	nt	-11%	10%	4%	-23%	0%	-3%	-2.4%	-1.9%
6	Cn1c(CCc2ccccc2)nnc1SCC(=O)N1CCCC1	1%	0%	i	6%	-3%	-7%	-6%	0%	-5%	-1.5%	-1.2%
7	Cc1nnc(NC(=O)CCC(=O)N2CCC(C)CC2)s1	12%	0%	?	5%	-2%	16%	-1%	0%	-18%	-1.3%	-0.6%

Quoted from above: nos. 1 to 7
no.	smiles	Tau filament bind	Caspase-1 inhib	A350 fluor	HEK293 cAMP cs	USP2a inhib	CRE Fsk mod	ERK AVP inh	Casp7 inh	FLuc inh	BRCT PPI red	BRCT PPI green
1	NC(=O)CSc1nnc(-c2ccc(S(=O)(=O)N3CCOCC3)cc2)n1CC1CCCO1 (stereo unspecified)	2%	3%	i	1%	-1%	1%	4%	1%	1%	-1.0%	-0.9%
2	COCCOC(=O)C1=C(C)Nc2ncnn2C1c1ccc(F)cc1 (stereo unspecified)	-3%	-1%	i	19%	2%	?	-7%	-1%	3%	-0.3%	-4.5%
3	O=C(O)C1CCC(=O)N1C1CCCC1 (stereo unspecified)	5%	2%	i	-4%	-6%	9%	11%	-1%	3%	-0.1%	-2.2%
4	COc1ccc(NC(=O)Nc2ccc(N(C)C)cc2)cc1	16µM*	1%	i	-7%	12%	-6%	-12%	0%	13µM*	-0.4%	2.6%
5	CCOC(=O)Cc1c(C)nc2c(-c3ccc(Cl)cc3)c[nH]n2c1=O	-10%	-2%	nt	-11%	10%	4%	-23%	0%	-3%	-2.4%	-1.9%
6	Cn1c(CCc2ccccc2)nnc1SCC(=O)N1CCCC1	1%	0%	i	6%	-3%	-7%	-6%	0%	-5%	-1.5%	-1.2%
7	Cc1nnc(NC(=O)CCC(=O)N2CCC(C)CC2)s1	12%	0%	?	5%	-2%	16%	-1%	0%	-18%	-1.3%	-0.6%

From PubChem
